Bioassay records as filed in PubChem.
TDP1 inh = inhibitors of human tyrosyl-DNA phosphodiesterase TDP1 | Q9NUW8 | recombinant TDP1, AlphaScreen DNA substrate cleavage | Potency, µM (doses to about 130 µM), without a hit: at the top dose activity change, negative = inhibition, hits mostly inhibitors | actives 0.28% (n = 350,000) | AID 485290; further: nearly all actives have a fitted effect of over 40% in size
Target sequence (Q9NUW8 whole entry, looked up): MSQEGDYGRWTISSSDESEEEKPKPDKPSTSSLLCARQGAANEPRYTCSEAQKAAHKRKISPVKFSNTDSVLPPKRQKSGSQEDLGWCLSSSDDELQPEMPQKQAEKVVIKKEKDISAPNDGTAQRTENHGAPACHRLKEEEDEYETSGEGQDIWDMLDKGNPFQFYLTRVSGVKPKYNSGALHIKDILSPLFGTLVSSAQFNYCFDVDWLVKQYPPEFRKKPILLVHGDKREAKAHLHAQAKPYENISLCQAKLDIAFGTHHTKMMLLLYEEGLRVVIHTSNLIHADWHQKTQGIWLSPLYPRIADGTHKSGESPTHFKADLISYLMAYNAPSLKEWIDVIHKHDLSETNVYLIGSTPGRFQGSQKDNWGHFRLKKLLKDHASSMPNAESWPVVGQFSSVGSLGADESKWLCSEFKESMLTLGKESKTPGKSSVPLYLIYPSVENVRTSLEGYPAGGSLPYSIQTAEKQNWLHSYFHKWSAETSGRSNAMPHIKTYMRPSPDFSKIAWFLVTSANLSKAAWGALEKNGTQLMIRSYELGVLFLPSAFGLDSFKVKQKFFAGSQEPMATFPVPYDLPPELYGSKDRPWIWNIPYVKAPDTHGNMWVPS
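Here, a 5' biotin and 3' phosphotyrosine-FITC DNA oligonucleotide reports Tdp1 activity: intact substrate bridges AlphaScreen beads, while cleavage leaves a 3' phosphate and drops signal. All incubations at room temperature.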
FEN1 inh = blocks human flap endonuclease 1; P39748; Recombinant FEN1 flap cleavage, fluorescence, 15 min; Potency, µM (titrated, usually from 114 µM), for the others: top-dose activity change, negative = inhibition, actives largely listed as inhibitors; actives 0.35% (n = 390,000); AID 588795; further: nearly all actives have a fitted effect of over 65% in size
Target sequence (P39748 whole entry, looked up): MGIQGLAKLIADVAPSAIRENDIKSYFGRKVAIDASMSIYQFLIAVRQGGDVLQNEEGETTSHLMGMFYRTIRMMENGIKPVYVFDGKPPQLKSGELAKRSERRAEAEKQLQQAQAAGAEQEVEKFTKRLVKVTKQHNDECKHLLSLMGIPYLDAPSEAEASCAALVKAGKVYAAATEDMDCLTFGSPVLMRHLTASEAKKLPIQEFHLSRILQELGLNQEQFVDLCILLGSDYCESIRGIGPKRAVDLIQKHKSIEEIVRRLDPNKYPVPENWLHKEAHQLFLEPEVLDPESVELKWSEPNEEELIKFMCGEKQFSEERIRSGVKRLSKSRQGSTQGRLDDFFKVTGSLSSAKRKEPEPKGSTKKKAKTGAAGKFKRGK
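Steps: FEN1 (10 nM) dispensed; compound added by pin tool; 15 min at room temperature; substrate added to 50 nM final; reads at 0 min and 15 min; data normalized and fitted (four-parameter Hill).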
N370S GC = inhibits or activates N370S mutant glucocerebrosidase. actives 0.092% (n = 330,000). Potency, µM (titrated, usually from 59.4 µM), inactives show top-dose activity change, negative = inhibition, usual class: inhibitors. N370S GC spleen homogenate, 4MU-glucoside fluorescence;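 further: 0% = full enzyme activity and -100% = no enzyme basal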
Starred values were filed as active, the others as inactive; ? = inconclusive; / = not tested or not shown; & = joins results of further samples; [ ] = dose if it differs, or a comment. The call rests on the fitted dose curve; in most records, active means well fitted curve in the direction sought with a large enough effect; inconclusive means small, poorly fitted or top-dose-only effect, or another doubt; inactive means no such curve, though single readings can be large; an effect the other way counts as inactive or inconclusive. Unless noted, on the % scale 0 is the no-effect control and ±100 the full control effect; potency means the concentration at half of the fitted maximal effect. Outcome played no part in choosing rows, and some 0.53% of all compounds hit somewhere here.

Compound	TDP1 inh	FEN1 inh	N370S GC
NS(=O)(=O)c1ccc(NC(=O)/C=C/c2ccccc2Cl)cc1	-5%	2%	2%
O=C(Nc1c(C(=O)N2CCOCC2)cnn1-c1ccccc1)c1ccco1	-1%	13%	2%
NCCCNc1nc(N)c([N+](=O)[O-])c(NC2CCCCC2)n1	/	-21%	-16%
O=[N+]([O-])c1ccc(S(=O)(=O)N(CCCN2CCOCC2)Cc2cccs2)cc1	-8%	20%	-14%
Cc1onc(-c2ccccc2Cl)c1C(=O)Nc1sc2c(c1C#N)CCC2	-10%	?	11%
CC(=O)c1ccc(NC(=O)c2cc(Cl)sc2Cl)cc1	0%	3%	9%
COc1ccc(-n2c(COc3ccc(C)cc3)n[nH]c2=S)cc1	/	-2%	-15%
NNC(=O)c1sc(-c2ccc(Cl)cc2)cc1N	-5%	7%	-8%
CCOc1ccc(NC(=O)Cn2c(=O)n(CCc3ccccc3)c(=O)c3c4c(sc32)CN(C(C)=O)CC4)cc1	6%	5%	/
O=C(O)CCc1ccc(-c2ccccc2)n1-c1ccc(C(=O)O)cc1	-1%	-2%&6%	-12%
Cc1cc(NCCCN2CCOCC2)n2nc(C)c(-c3ccccc3)c2n1	1%	1%	2%
O=c1[nH]c(NNC(=S)NCc2ccccc2)nc2c1C1(CCCCC1)Cc1ccccc1-2	11%	-18%	26%
CCc1ccccc1NC(=O)CN(C)C(=O)CSc1nn(-c2ccccc2)c(=S)s1	-1%	-5%	-4%
CCN1C(=O)c2cccc3cccc1c23	5%	9%	0%
N#C/C(=C\c1c(N(Cc2ccccc2)Cc2ccccc2)nc2ccccn2c1=O)C(N)=O	1%	-13%	3%
OCC1(CCCc2ccccc2)CCN(Cc2cc(F)ccc2F)CC1	/	-12%	-13%
Cc1c(OCC(=O)N(C)C)ccc2c(-c3ccccc3)cc(=O)oc12	/	6%	-3%
COc1ccc(/C=N/Nc2cc(N3CCCC3)nc(N3CCCC3)n2)cc1	9%	-1%	-6%
CC(C)(C)NC(=O)Cn1nnnc1-c1nonc1N	9%	6%	-4%
NC(=S)NNC(=O)Nc1ccc(Cl)c(Cl)c1	6%	1%	1%
COc1ccc(-c2nnc(SC(C(=O)c3c[nH]c4ccccc34)c3ccccc3)n2N)cc1OC (stereo not given)	0%	-2%	12%
COc1cc(OC)nc(NC(C)=O)n1	6%	-3%	-2%
O=C(NCCC(=O)N1CCN(c2ccccc2O)CC1)c1ccc(Br)cc1	1%	2%	-9%
Cc1ccc2c(CC(=O)OCc3cc(=O)n4c(n3)sc3ccccc34)coc2c1	25µM*	-3%	-9%
O=C(CC1Nc2ccccc2NC1=O)c1ccccc1 (stereo not given)	-1%	/	20%

Four entries from above, ordered by the value under N370S GC, descending.
SMILES | TDP1 inh | N370S GC
COc1ccc(-c2nnc(SC(C(=O)c3c[nH]c4ccccc34)c3ccccc3)n2N)cc1OC (stereo not given) | 0% | 12%
N#C/C(=C\c1c(N(Cc2ccccc2)Cc2ccccc2)nc2ccccn2c1=O)C(N)=O | 1% | 3%
Cc1c(OCC(=O)N(C)C)ccc2c(-c3ccccc3)cc(=O)oc12 | / | -3%
COc1ccc(/C=N/Nc2cc(N3CCCC3)nc(N3CCCC3)n2)cc1 | 9% | -6%

Continuation.
Compound	TDP1 inh	FEN1 inh	N370S GC
Cc1ccc(CC(=O)NCc2nc(-c3cccc(C)c3)no2)cc1	10%	10%	/
Cc1nc2ccccn2c1/C(O)=C1\C(=O)C(=O)N(CCN2CCOCC2)C1c1ccncc1 (stereo not given)	-6%	-13%	-4%
N#Cc1ccc(C2=CC(=O)C[C@H](c3ccc(F)cc3)C2)cc1	2%	0%	/
Cc1cc(C(=O)CSc2nncs2)c(C)n1-c1ccc2c(c1)OCO2	8%	-11%	-7%
O=[N+]([O-])c1cccc(/C=C/c2nc(C=Nc3ccccc3)c(O)o2)c1	1%	-16%	6%
O=C(Nc1nccs1)c1cc2sccc2n1Cc1ccc(F)cc1	6%	0%	-16%
O=C(/C=C/c1ccccc1)c1ccccc1O	11%&3%	-5%	-6%&4%
COC(=O)Nc1ccc(S(=O)(=O)N2CCC(C)CC2)cc1	8%	-14%	18%
CCCCc1cn([C@@H](CCCCN)C(=O)N2CCNCC2)nn1	6%	-3%	-4%
CC(=O)Nc1ccc2ccc3cccc4ccc1c2c34	-2%	-13%	15%
Cc1ccccc1CN(c1ccc(C(=O)Nc2ccccc2C(=O)N2CCCC2)cc1)S(C)(=O)=O	6%	-17%	21%[12.8 µM]
CCOC(=O)c1cnc2c(N=Nc3cccc(Cl)c3)c(N)nn2c1N	4%	/	4%
C=CCN1CN(S(=O)(=O)c2cccc(Cl)c2)c2nc3ccccc3nc21	7%	-8%	?
COc1ccc(S(=O)(=O)NCC2CCC(C(=O)NCCC(C)C)CC2)cc1 (stereo not given)	3%	-4%	4%
COc1ccc(OC)c(C(C(=O)NCc2ccco2)N(C(=O)Cn2nnc3ccccc32)C2CC2)c1 (stereo not given)	1%	-1%	4%
CCCn1c2ccccc2c2nnc(SCC(=O)Nc3c(C)n(C)n(-c4ccccc4)c3=O)nc21	3%	1%	4%
Cn1c(=O)c2c(SCC(=O)N3CCOCC3)nc(CC(C)(C)C)nc2n(C)c1=O	5%	/	-1%
COc1ccc(-n2c(=O)c3ccccc3n(Cc3ccc(F)cc3Cl)c2=O)cc1OC	5%	18%	/
COc1cccc(CNC(=O)Nc2ccc3c(c2)N(C)C(=O)c2ccccc2S3)c1	3%	-19%	/
CN(C)P(=NC(=O)COc1ccc(Cl)cc1Cl)(N(C)C)N(C)C	4%	2%	1%
O=C(/C=C/c1ccco1)Nc1nc(-c2ccccc2)cs1	8%	3%	-17%
Cc1ccc(S(=O)(=O)C2(C(=O)Nc3ccc4c(c3)OCO4)CC2)cc1	3%	-1%	3%
Cc1ccc(CN2CCN(CC3CC4C=CC3C4)CC2)cc1 (stereo not given)	-5%	10%	-17%
CN(CC1CCOCC1)C(=O)CC1C(=O)NCCN1C/C=C/c1ccccc1 (stereo not given)	0%	1%	-2%
CCSc1ncc(Cl)c(C(=O)Nc2ccccc2)n1	2%	10%	5%

Carrying on.
| compound | TDP1 inh | FEN1 inh | N370S GC |
| --- | --- | --- | --- |
| COc1ccc(-n2nc3cc(C)c(NC(=S)NC(=O)c4ccccc4C)cc3n2)cc1 | 3% | -8% | 3% |
| CN1C=CC2=C(C#N)C(N)C(C#N)(C#N)C(c3ccccc3)C2C1 (stereo not given) | 7% | 2% | 10% |
| Cc1cc(C)nc(SCc2ccc(C(=O)NN=C3C4CC5CC(C4)CC3C5)cc2)n1 | 0% | -5% | -2% |
| CSc1nnc(CCNC(=O)OC(C)(C)C)o1 | -1% | -2% | -4% |
| O=C1c2cccc3cccc(c23)C(=O)N1CCCN(C(=O)c1cccs1)c1cccc(F)c1 | 3% | 0% | -10% |
| COc1ccc(N(CC(=O)NC2CCCC2)C(=O)CCC(=O)Nc2cc(C)on2)c(OC)c1 | 2% | 9% | -16% |
| O=C(NCc1ccc(-c2csnn2)cc1)c1cc(Cl)cc(Cl)c1 | 4% | 15% | 3% |
| Cc1oc(-c2ccc(Cl)cc2)nc1CN1CCCN(C(=O)c2ccco2)CC1 | 5%[56.1 µM] | -9% | -1% |
| Cc1ccc(C)c2nc(Cl)c(C#N)cc12 | -2% | 2% | 7% |
| Cn1cc(C(c2ccccc2OCC(=O)O)c2cn(C)c3ccccc23)c2ccccc21 | / | -11% | -1% |
| CN(CCOc1ccccc1)C(=O)c1ccc2c(=O)n3c(nc2c1)CCC3 | / | 7% | -3% |
| Cc1cc(NC(=O)CCC(=O)N(Cc2ccco2)C(C(=O)NCC2CCCO2)c2ccncc2)no1 (stereo not given) | -4% | 4% | 16% |
| O=C(COc1ccc([N+](=O)[O-])cc1)NC(=O)NC1CCS(=O)(=O)C1 (stereo not given) | -12% | -2% | 1% |
| Nc1c(C(=O)Nc2ccc(Br)cc2)sc2nc(-c3ccco3)ccc12 | 3% | -11% | -10% |
| Cc1ccc(S(=O)(=O)N(C)c2ccc(C(=O)Nc3ccccc3C(=O)N3CCOCC3)cc2)cc1 | 2% | 1% | -2% |
| Cc1cc(C)n(CCCN2CCC(C(=O)Nc3cccc(-c4cccc(F)c4)c3)CC2)n1 | 3% | -8% | -22% |
| O=[N+]([O-])c1cccc(NN=Nc2ccccc2)c1 | / | -22% | 0% |
| CCOC(=O)Nc1ccc2c(c1)N(C(=O)CCN(CC)CC)c1ccccc1CC2 | / | 4% | -3% |
| CCCCN(CC)C(=O)CSc1nc2n[nH]c(C)c2c(=N)n1-c1ccc(CC)cc1 | 1% | -21% | / |
| O=c1ccn(-c2ccccc2)[nH]1 | 2% | 2% | 4% |
| COc1ccccc1NC(=O)Cn1cc(C(=O)C2CC2)c2ccccc21 | 1% | -3% | 1% |
| O=C(O)c1cc([N+](=O)[O-])c(N2CCCC2)c([N+](=O)[O-])c1 | 0% | -8% | 17% |
| CC1=NN(C(=O)Cc2ccc([N+](=O)[O-])cc2)C(O)(c2cccnc2)C1 (stereo not given) | 8% | -1% | 0% |
| COc1cc(C(=O)Oc2ccccc2)ccc1OCc1c(C)noc1C | 3% | -6% | -8% |
| COc1ccc(CNC(C)C23CC4CC(CC(C4)C2)C3)c(OC)c1OC (stereo not given) | / | 3% | -6% |
| O=C(COC(=O)CCSc1ccc(Cl)cc1)NCc1ccc(Cl)cc1 | -1% | 8% | 1% |
| CCOc1ccc(NC(=O)C2CCCN(S(=O)(=O)c3c(C)nn(C)c3C)C2)cc1 (stereo not given) | 4% | 15% | 1% |
| CC(C)n1c(CN(C)Cc2ccccc2)nc2c1c(=O)n(C)c(=O)n2C | / | -10% | -27% |
| CC(=O)N(CN1C(=O)c2ccc([N+](=O)[O-])cc2C1=O)c1cccc(C(=O)O)c1 | 3% | 17% | -11% |
| O=C(NC1CC1)C1=C[C@@H](c2ccc3c(c2)OCO3)C[C@@H](OCCCCO)O1 | 5% | 3% | -3% |
| COc1ccc(S(=O)(=O)Nc2ccc3c(c2)C(=O)N([C@H](C)CO)C[C@H](C)[C@@H](CN(C)C(=O)NC2CCCCC2)O3)cc1 | 0% | -12% | / |
| COc1ccccc1N(CC(=O)Nc1ccc(S(=O)(=O)N2CCCCC2)cc1)S(C)(=O)=O | 5% | -16% | -6% |
| COc1cc(C(=O)Nc2ccc3c(c2)C(=O)c2ccccc2C3=O)cc(OC)c1OC | 1% | 4% | -5% |
| O=C(N/N=C(/c1ccccc1)c1ccncc1)c1ccc2c(c1)OCO2 | 10% | 2% | -4% |
| Cc1nonc1C(=O)N/N=C/c1ccc(O)c(O)c1 | -2% | 2% | 7% |
| CC(CCc1ccc(O)cc1)NCCC(c1ccccc1)c1ccccc1 (stereo not given) | 5% | -6% | ? |
| O=c1c2cn[nH]c2[nH]c(=S)n1-c1ccccc1F | 6% | -22% | 26% |
| CCC(c1nc2ccccc2c(=O)n1-c1nc2ccccc2s1)N1C(=O)c2ccccc2C1=O (stereo not given) | 8% | -12% | 16% |

Four of the compounds above, field by field.
Compound: COc1ccccc1N(CC(=O)Nc1ccc(S(=O)(=O)N2CCCCC2)cc1)S(C)(=O)=O
  TDP1 inh = 5% | FEN1 inh = -16% | N370S GC = -6%

Compound: COc1cc(C(=O)Nc2ccc3c(c2)C(=O)c2ccccc2C3=O)cc(OC)c1OC
  TDP1 inh = 1% | FEN1 inh = 4% | N370S GC = -5%

Compound: O=C(N/N=C(/c1ccccc1)c1ccncc1)c1ccc2c(c1)OCO2
  TDP1 inh = 10% | FEN1 inh = 2% | N370S GC = -4%

Compound: Cc1nonc1C(=O)N/N=C/c1ccc(O)c(O)c1
  TDP1 inh = -2% | FEN1 inh = 2% | N370S GC = 7%
